# esBAF inh – Bmi1 luciferase reporter increase in mESCs, primary screen, esBAF inhibitor project, mouse ES cells, Bmi1 luciferase knock-in, single point. 24 h; 100% = twice the neutral-well signal. reporter increase, % at 12.5 µM. 2% of 350,000 active. AID 602393, 2012; in the data active means activation above about 40%;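 further: 0% = median of the plate's neutral control wells and 100% = double that signal; a rise in the Bmi1 reporter signal indicates esBAF inhibition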
# RAD54 inh – inhibitors of human RAD54 branch migration, primary screen, biochemical, fluorescence, single point | DNA repair and recombination protein RAD54-like (Homo sapiens), Q92698 | RAD54 Holliday junction branch migration, FAM/BHQ fluorescence | inhibition, % at 10.4 µM | 0.14% of 360,000 active;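 active means mean normalized replicate activity at least 40 and at least half of replicates scoring 40 or more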;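 further: 0% = median of neutral control wells and 100% = median of positive control wells; inhibitors cause a drop in the FAM fluorescence signal; in these data hits start at about 50%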
# Target sequence (Q92698 whole entry, looked up): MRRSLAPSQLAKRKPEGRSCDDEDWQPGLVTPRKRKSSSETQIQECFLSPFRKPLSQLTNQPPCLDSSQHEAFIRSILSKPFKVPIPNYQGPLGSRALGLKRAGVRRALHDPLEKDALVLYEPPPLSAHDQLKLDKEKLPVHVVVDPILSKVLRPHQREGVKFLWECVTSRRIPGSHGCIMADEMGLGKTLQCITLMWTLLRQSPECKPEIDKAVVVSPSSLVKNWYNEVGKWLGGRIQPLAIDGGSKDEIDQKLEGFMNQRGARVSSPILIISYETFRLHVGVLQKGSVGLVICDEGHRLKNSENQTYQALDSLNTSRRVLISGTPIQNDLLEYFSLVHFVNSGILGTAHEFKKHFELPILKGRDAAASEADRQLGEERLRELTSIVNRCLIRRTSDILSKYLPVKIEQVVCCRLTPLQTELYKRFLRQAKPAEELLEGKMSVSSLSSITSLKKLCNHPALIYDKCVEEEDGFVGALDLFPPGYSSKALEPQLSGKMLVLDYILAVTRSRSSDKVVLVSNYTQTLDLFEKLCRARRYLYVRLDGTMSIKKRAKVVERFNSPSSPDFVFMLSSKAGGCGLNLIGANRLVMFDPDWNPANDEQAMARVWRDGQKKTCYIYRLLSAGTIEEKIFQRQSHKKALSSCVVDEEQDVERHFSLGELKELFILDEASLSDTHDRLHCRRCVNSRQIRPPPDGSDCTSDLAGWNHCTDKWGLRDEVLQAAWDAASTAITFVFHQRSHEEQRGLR
# RAD52 anneal inh – RAD52 DNA annealing inhibitors, primary screen, biochemical, FRET, single point, set 2. inhibition, % at 18.7 µM. recombinant RAD52 DNA annealing, FRET fluorescence. AID 651710, 2012. 0.46% of 360,000 active;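 active means every replicate showing at least 50% inhibition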
# XiGFP reactiv – activators of inactive X chromosome reactivation, primary screen, imaging, XiGFP fibroblasts, GFP high-content imaging, set 2 | activation, % at 7.58 µM | 0.055% of 360,000 active | XiGFP mouse fibroblasts, % GFP-positive cells imaging, 3 d; cells co-treated with 5-aza-dC sensitizer; scaled so ellipticine positive control = 100%;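 active means mean normalized replicate activation at least 10% and every replicate at or above 10%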;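 further: 0% = median of on-plate neutral control wells and 100% = ellipticine 6 µM median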
#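 System: 68-5-11 XiGFP fibroblast line | Buffer or medium: DMEM containing 5-aza-dC | Compound: Single point | Times: Compounds 3 days, fix/stain 15 min at room temperature | Benchmarks: Positive control ellipticine, 6 µM final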
# FN deposition inh – inhibitors of fibronectin matrix deposition, primary screen, AH1F cells, Alexa488-fibronectin fluorescence, plate reader. inhibition, % at 12.6 µM. AID 743247, 2014. AH1F fibroblasts, overnight. 0.086% of 350,000 active;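 active means mean inhibition across replicates of 30% or more, regardless of how many single replicates reach that level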;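 further: positive control wells lacked labelled fibronectin entirely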
#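 Material: AH1F fibroblast monolayer depositing Alexa488-labelled fibronectin into matrix | Input: 10000 AH1F cells/well | Medium: DMEM plus 2% serum, read in PBS | Reagent: Alexa488-fibronectin, 24 nM final in well | Compound dosing: One dose per compound, pinned | Schedule: 1 h adhesion, overnight exposure | Measured by: Fluorescence at 485 nm excitation, 525 nm emission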
# E-sel inducer – E-selectin induction in HUVECs, primary screen, imaging, HUVEC, immunofluorescence imaging, single point; normalized: neutral wells 0, TNF-alpha wells 100; 0.37% of 260,000 active; AID 686992, 2013; activation, % at 7.58 µM;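 active means mean E-selectin-positive cell signal at least 10% of the positive control, reached in at least 60% of replicates, without over 20% cell loss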;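 further: in these data hits start at about 27%; measured in HUVEC primary endothelial cells; signal is the percent of cells scored E-selectin positive by PE staining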
#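 material = human umbilical vein endothelial cells (HUVEC), E-selectin induction | quantity = 3,000 cells/well | medium = EGM-2 growth medium on 0.1% gelatin-coated wells | technique = immunofluorescence imaging | read-out basis = % PE-positive cells | control set = TNF-alpha positive control, DMSO neutral control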
# S100A4 MyoIIA – inhibitors of S100A4-myosin IIA peptide binding, primary screen, biochemical, fluorescence polarization, TAMRA-MyoIIA peptide; inhibition, % at 10.7 µM; 0.14% of 360,000 active;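 active means mean inhibition of at least 70% across replicates, with every replicate also reaching that level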
# Target sequence (P26447 whole entry, looked up): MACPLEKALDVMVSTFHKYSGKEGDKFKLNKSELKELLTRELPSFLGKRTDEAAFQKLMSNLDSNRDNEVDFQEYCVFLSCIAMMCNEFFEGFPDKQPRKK
#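 Test system – S100A4 monomer (human) · Compound – single-point compound testing · Schedule – 5 min incubation before reading · Probe or stimulus – TAMRA-labelled myosin IIA heavy-chain peptide probe, 5 nM · Benchmarks – neutral control DMSO, positive control TFP · Medium – Calcium-containing HEPES buffer, pH 7.2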
# EWS-Fli inh – EWS/Fli-driven NR0B1 reporter inhibitors, primary screen, A673 cells, NR0B1 luciferase, luminescence, MLPCN library | 0.67% of 350,000 active | AID 651661, 2012 | inhibition, % at 12.6 µM | viability-normalised;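 active means mean inhibition of at least 50% after viability correction, with every replicate also passing that limit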;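 further: firefly luciferase signal divided by Alamar Blue viability fluorescence both relative to DMSO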
# Starred values were filed as active, the others as inactive; · = no result given; & = joins results of further samples.
SMILES,esBAF inh,RAD54 inh,RAD52 anneal inh,XiGFP reactiv,FN deposition inh,E-sel inducer,S100A4 MyoIIA,EWS-Fli inh
CCc1ccccc1N1C(=O)c2cccc3c(N4CCOCC4)c([N+](=O)[O-])cc(c23)C1=O,3,·,-12,·,·,·,-5,6
COC(=O)C[C@H]1C=C[C@H](NC(=O)Cc2ccccc2)[C@@H](CO)O1,·,·,-9,0.0,1,-2.7,-8,0
COc1ccccc1-n1c(-c2ccco2)n[nH]c1=S,-5,-9,-7,-0.1,1,0.2,-12,-11
O=C(NCCc1ccccn1)c1cccc(S(=O)(=O)N2CCc3ccccc32)c1,1,-5,-15,0.2,·,·,18,-15
O=C(NC(=S)Nc1ccc(Br)cc1)C1CCCCC1,27,10,1,0.4,0,0.1,-2,-49
CSc1nc(-c2ccccc2)nc(NC(=O)C(C)C)c1C(C)=O,·,·,-4,0.0,8,·,-1,9
C[C@H]1CN([C@@H](C)CO)C(=O)c2cccc(NC(=O)c3nc4ccccc4s3)c2O[C@@H]1CN(C)S(=O)(=O)c1cccs1,2,2,9,-0.1,10,0.1,4,5
CCc1ccc(S(=O)(=O)NCc2csc(C)n2)s1,7,-1,-6,·,·,·,0,-4
COC(=O)c1ccc(/C=N/NC(=O)C(=O)NCc2ccccc2)cc1,·,·,-7,0.0,-2,·,-2,8
CCCCn1c(N)c(N(CC(C)C)C(=O)c2cc(Cl)nc3ccccc23)c(=O)[nH]c1=O,·,·,-9,0.4,0,3.0,-7,2
COCCN(CC(=O)Nc1ccccc1C(F)(F)F)C(=O)/C=C/c1cc(Cl)c2c(c1)OCCO2,-1,6,-10,0.4,1,-0.2,-1,-9
CC(C)N(C(=O)[C@H]1C[C@H](CC(=O)NCc2cccc(C(F)(F)F)c2)C(=O)N2CCc3c([nH]c4cc(-c5ccco5)ccc34)[C@]12C)C(C)C,2,7,-34,0.1,-1,-0.9,-7,5
CCOc1ccc(-n2c(SCC(=O)O)nc3sc4c(c3c2=O)CCCC4)cc1,0,-7,10,0.1,-2,-0.1,2,9
COc1cccc(NC(=O)N[C@H]2CC[C@@H](CC(=O)N3CCCCC3)O[C@@H]2CO)c1,-6,-1,0,-0.2,·,0.3,-3,-2
CCCc1cn(CC[C@@H]2CC[C@@H](NC(=O)Nc3ccc4c(c3)OCO4)[C@@H](CO)O2)nn1,-1,0,3,-0.2,·,0.3,-4,-1
COc1cccc(CNC(=O)C[C@H]2C=C[C@H](NC(C)=O)[C@@H](CO)O2)c1,0,-5,-11,-0.1,-10,0.0,-25,3
Cc1noc(C)c1NC(=O)N(C)C[C@@H]1Oc2ccc(NC(=O)CCN3CCOCC3)cc2C(=O)N([C@@H](C)CO)C[C@H]1C,0,3,6,0.2,·,-7.5,3,1
O=C(NCc1nnnn1-c1ccc(Cl)cc1)C(=O)c1c[nH]c2ccccc12,13,0,-9,-0.1,13,0.0,0,-10
C[C@H]1CN([C@@H](C)CO)C(=O)c2cccc(NC(=O)C3CC3)c2O[C@@H]1CN(C)S(=O)(=O)c1cccs1,-1,4,-4,0.1,·,0.2,4,-5
CCOc1ccccc1C(=O)Oc1ccc2ccc(=O)oc2c1,-3,4,2,0.0,1,·,-2,3
CC(C)=CCOc1ccc2c(C)c(CC(=O)N3C[C@H]4C[C@@H](C3)c3cccc(=O)n3C4)c(=O)oc2c1C,-5,-9,-47,·,·,·,-3,-5
CO[C@@H]1CN(C)C(=O)c2cc(NC(=O)CC(F)(F)F)ccc2OC[C@H](C)N(C(C)=O)C[C@H]1C,·,·,-89,0.0,8,0.6,-24,·
COc1cc(C)c(Br)cc1S(=O)(=O)NCc1ccncc1,·,·,-20,0.0,-3,·,6,17
CNC(=O)C[C@@H]1CC[C@H]2[C@@H](COC[C@H](O)CN2C(=O)Nc2ccc(Cl)c(Cl)c2)O1,-5,0,-10,-0.1,0,0.2,-1,-15
COCCN(C(=O)CCN1C(=O)C2CC=CCC2C1=O)c1c(N)n(CC(C)C)c(=O)[nH]c1=O (configuration not stated),14,6,11,0.1,-9,·,-1,0
Cc1ccccc1CCN1CCCC(CN(C)C(=O)C(=O)c2ccco2)C1 (configuration not stated),8,6,-10,0.3,-1,-1.2,-4,·
COc1cccc(-c2cnc3c(c2)C(=O)N([C@@H](C)CO)C[C@H](C)[C@H](CN(C)Cc2ccccc2)O3)c1,-5,4,5,-0.9,·,0.4,-2,-2
CCn1cc(C(=O)NCc2cccc(C(F)(F)F)c2)c(=O)c2ccc(C)nc21,6,9,-10,0.0,-7,-0.1,-2,-3
COc1ccc(CNC(=O)CN(Cc2ccco2)C(=O)CNS(=O)(=O)c2ccccc2)cc1,-6,-3,-3,0.6,5,0.0,5,3
C[C@H]1CN([C@@H](C)CO)C(=O)c2cc(NC(=O)Cc3ccccc3)ccc2O[C@H]1CN(C)S(=O)(=O)c1ccccc1,1,3,-30,0.3,·,-0.1,-1,10

# Next part, starting with the last 2 of the part before.
SMILES,esBAF inh,RAD54 inh,RAD52 anneal inh,XiGFP reactiv,FN deposition inh,E-sel inducer,S100A4 MyoIIA,EWS-Fli inh
COc1ccc(CNC(=O)CN(Cc2ccco2)C(=O)CNS(=O)(=O)c2ccccc2)cc1,-6,-3,-3,0.6,5,0.0,5,3
C[C@H]1CN([C@@H](C)CO)C(=O)c2cc(NC(=O)Cc3ccccc3)ccc2O[C@H]1CN(C)S(=O)(=O)c1ccccc1,1,3,-30,0.3,·,-0.1,-1,10
Cc1cn([C@H]2C[C@H](O)[C@@H](/C=C/C(=O)NCCN3CCOCC3)O2)c(=O)[nH]c1=O,2,-5,-17,-0.1,3,0.2,-5,0
COc1ccccc1CNC(=O)C1CCC(CNS(=O)(=O)c2cccs2)CC1 (configuration not stated),7,-4,-27,0.2,3,·,0,10
COCC(=O)N1CC2(C1)[C@@H](c1ccc(-c3ccccc3)cc1)[C@@H](CO)N2C(=O)COC,·,·,-6,0.1,·,-0.3,-10,-3
CCOc1ccc2ccccc2c1C1NC(=S)N(C)C(C)=C1C(=O)OC (configuration not stated),-9,·,-5,0.0,-6,-1.5,0,15
N#C[C@H]1[C@@H](c2ccccc2-c2ccccc2)[C@H](CO)N1C(=O)Cc1cccnc1,·,·,-17,0.2,-5,0.2,2,-10
COc1ccc(C(=O)NN2CCOCC2)cc1,-5,2,0,0.4,5,-0.1,-1,1
CC(C)(C)OC(=O)CNC(=O)c1[nH]cnc1C(=O)N[C@@H](Cc1ccccc1)C(=O)OC(C)(C)C,7,-7,-12,0.1,2,0.2,8,-7
Cc1[nH]c2ccccc2c1C(=O)CSC(=S)N1CCN(C)CC1,·,0,-1,0.1,1,-0.4,-1,-60
COc1ccc(NC(=O)c2cc(C3CCCCN3C(=O)CCc3ccccc3)on2)c(C)c1 (configuration not stated),11,-6,-24,0.0,-4,0.2,1,3
CN(C(=O)c1ccoc1)c1ccc2ccccc2c1,-3,3,-2,0.3,13,·,-3,19
CNS(=O)(=O)c1cc(Nc2ncnc3sccc23)ccc1C,12,8,-35,0.0,8,-0.1,-3,-6
Oc1c(I)cc(Cl)c2cccnc12,-6,1,1,0.1,9,1.1,1,16
C[C@@H]1CN([C@H](C)CO)C(=O)c2cccc(NC(=O)c3ccncc3)c2O[C@H]1CN(C)S(=O)(=O)c1cn(C)cn1,-3,6,-17,0.1,·,-1.6,-30,6
CCCC#Cc1ccc([C@H]2[C@@H](CO)N3CCCCN(S(=O)(=O)c4ccccc4F)C[C@H]23)cc1,1,10,-4,0.0,·,-0.5,6,10
Cc1ccc(S(=O)(=O)N(C)c2ccc(C(=O)NCc3ccccn3)cc2)cc1,·,·,-10,0.1,7,·,3,-12
COc1ccc(CN2CCNC(=O)C2CC(=O)N(Cc2nccn2C)C(C)C)c(OC)c1 (configuration not stated),0,·,-14,-0.1,13,3.1,-3,6
CC(=NNS(=O)(=O)c1ccc(C)cc1)c1ccccc1,2,9,-5,0.1,-2,0.0,-5,-7
NC(=O)CSc1cn(Cc2ccc(F)cc2)c2ccccc12,9,1,2,0.2,10,0.5,-3,1
COC(=O)c1sccc1NC(=O)COc1ccc(F)cc1Cl,22,-2,2,0.0,7,0.0,-4,-9
O=C(OCC(=O)N1CCc2ccccc21)c1ccccn1,-2,·,0,0.2,0,0.1,-3,7
C[C@H](O)C#Cc1cnc2c(c1)C(=O)N([C@H](C)CO)C[C@H](C)[C@H](CN(C)CC1CCOCC1)O2,-5,4,-8,0.0,-3,-0.4,-1,9
C[C@@H]1CN([C@H](C)CO)C(=O)c2cc(NC(=O)Cc3ccccc3)ccc2O[C@@H](C)CCCCO[C@@H]1CN(C)Cc1ccc2c(c1)OCO2,0,2,·,0.3,·,0.1,·,9
COCCN1C(=O)c2oc3ccccc3c(=O)c2C1c1ccc(C(=O)OC)cc1 (configuration not stated),0,-10,-5,0.4,-6,·,-4,-3
O=C(c1ccc2c(c1)OCO2)N1C[C@@H]2N[C@H](C1)C2c1ccc(/C=C/c2ccccc2)cc1 (some centres not stated),·,·,·,0.0&0.0,-16&-10,-0.1&-0.1,·,1&5
Cc1nc(N2CCN(c3ccccn3)CC2)c2c(C)c(C(=O)Nc3c(F)cc(F)cc3Br)sc2n1,5,3,-8,0.0,-7,·,-6,·
CCN(C(=O)CCCCC(=O)N(CC)c1ccccc1)c1ccccc1,-4,-5,0,-0.1,-13,0.0,-1,10
C/C(=N\NC(=O)CNC(=O)c1cccnc1)c1cccc(O)c1,0,-8,-11,-0.1,4,-0.1,-4,-1
C[C@H](NC(=O)[C@@H]1CCCN1C(=O)[C@@H]1CCCN1C(=O)c1ccccc1)c1ccccc1,·,·,-11,0.0,2,-0.1,-4,-2
CC(C)CC#Cc1ccc([C@@H]2[C@H]3CN(C(=O)Cc4ccccc4)CC(=O)N3[C@H]2CO)cc1,·,·,-1,0.3,·,0.1,11,4
CC(C)CC#Cc1cnc2c(c1)C(=O)N([C@H](C)CO)C[C@H](C)[C@@H](CN(C)C(=O)c1cccnc1)O2,1,-9,-2,0.0,·,0.2,0,-23
C[C@H]1CN([C@@H](C)CO)C(=O)Cc2cc(NS(C)(=O)=O)ccc2O[C@@H]1CN(C)C(=O)Nc1ccc(C(F)(F)F)cc1,13,18,2,0.1,·,·,3,-4

# Individual results from the results shown.
# COC(=O)c1sccc1NC(=O)COc1ccc(F)cc1Cl | esBAF inh: 22
# C[C@H](NC(=O)[C@@H]1CCCN1C(=O)[C@@H]1CCCN1C(=O)c1ccccc1)c1ccccc1 | FN deposition inh: 2
# COCCN1C(=O)c2oc3ccccc3c(=O)c2C1c1ccc(C(=O)OC)cc1 (configuration not stated) | RAD52 anneal inh: -5
# C[C@H]1CN([C@@H](C)CO)C(=O)Cc2cc(NS(C)(=O)=O)ccc2O[C@@H]1CN(C)C(=O)Nc1ccc(C(F)(F)F)cc1 | RAD54 inh: 18

# Bioassay records from PubChem BioAssay.
